High-throughput results (PubChem BioAssay)
Runt-SMMHC FRET = inhibitors of RUNX1 Runt–CBFb-SMMHC binding, primary screen, biochemical, FRET, Cerulean-Runt, Venus-CBFb-SMMHC, uHTS. Runt-related transcription factor 1 (Homo sapiens) + Core-binding factor subunit beta …. inhibition, % at 20 µM. AID 1434, 2008. 0.74% of 220,000 active. Cerulean-Runt/Venus-CBFb-SMMHC FRET ratio 530/480, 1 h;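 active means mean inhibition across duplicate retests at 20 µM reaching about 50%, limit read from the data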;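 further: 0% = DMSO wells and 100% = wells with excess untagged CBFb-SMMHC; inhibitors lower the FRET ratio by blocking Runt binding to CBFb-SMMHC; some results filed as inactive read as strong as hits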
Runt-CBFb FRET = inhibitors of RUNX1 Runt–CBFb binding, primary screen, biochemical, FRET, Cerulean-Runt, Venus-CBFb, uHTS; Cerulean-Runt/Venus-CBFb FRET ratio 530/480, 1 h; inhibition, % at 20 µM; 0.46% of 220,000 active;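 active means inhibition over about 50% at 20 µM in the single-dose screen, limit read from the data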;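 further: 0% = DMSO wells and 100% = excess unlabeled CBFb competitor control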
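Doses: 20 µM compound in 1% DMSO | Material: Cerulean-labeled Runt domain protein | Amount: Each fluorescent fusion protein 100 nM | Schedule: Two 1 h room-temperature incubations shielded from light | Measured by: FRET fluorescence | Evaluation: Loss of energy transfer signal | Controls: Unlabeled CBFb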
EBV gp42 block = Epstein-Barr virus gp42 inhibitors, primary screen, biochemical, uHTS, fluorescence polarization. Fluorescence polarization binding assay, mP read-out. Glycoprotein 42 (Epstein-Barr virus (strain AG876)), Q1HVG2. AID 1085, 2008. 0.42% of 220,000 active. inhibition, % (tested at 21.74 µM); in the data active means inhibition above about 50%
Target sequence (Q1HVG2 whole entry, looked up): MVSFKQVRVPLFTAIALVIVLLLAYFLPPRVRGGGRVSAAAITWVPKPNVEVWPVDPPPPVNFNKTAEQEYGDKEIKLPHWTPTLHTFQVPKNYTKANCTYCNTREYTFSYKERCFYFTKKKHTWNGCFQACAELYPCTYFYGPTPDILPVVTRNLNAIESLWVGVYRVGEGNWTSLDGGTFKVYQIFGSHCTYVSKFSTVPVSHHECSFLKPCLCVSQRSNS
TbHK1 inh = Trypanosoma brucei hexokinase 1 inhibitors, primary screen, biochemical, G6PDH-coupled NADH absorbance, MLSCN library; inhibition, % at 10 µM; recombinant TbHK1, G6PDH-coupled NADH A340; hexokinase 1 [Trypanosoma brucei]; 0.11% of 220,000 active;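 active means inhibition of 50% or more in the single-dose primary screen; inactive means inhibition below 50%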
Calpain2 inh = inhibitors of pig calpain II, primary screen, biochemical, fluorogenic peptide substrate, 1536-well. purified calpain II, 30 min. inhibition, % at 16 µM. 0.37% of 220,000 active. AID 1236, 2008;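 active means inhibition above about 50%, limit read from the data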
p97 inhibitor = inhibitors of human p97 ATPase, primary screen, biochemical | 0.42% of 220,000 active | inhibition, % at 8 µM | recombinant p97 ATPase, Kinase-Glo ATP luminescence, 3 h | Transitional endoplasmic reticulum ATPase (Homo sapiens), P55072; in the data active means inhibition above about 15%;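 further: 0% = DMSO vehicle and 100% = wells lacking enzyme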
NCF1 inh = p47phox/p22phox peptide binding inhibitors, primary screen, biochemical, uHTS, NADPH oxidase regulatory subunit; Neutrophil cytosol factor 1 (Homo sapiens), P14598; fluorescence polarization, 2 h; inhibition, % at 24.7 µM; 0.53% of 220,000 active;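 active means inhibition above about 30%, limit read from the data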;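 further: 0% = p47phox with labelled peptide and 100% = labelled peptide alone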
Furin inh = human furin inhibitors, primary screen, biochemical, fluorescence intensity; P09958; purified furin, fluorogenic substrate cleavage; inhibition, % at 30 µM; 0.061% of 220,000 active; AID 463115, 2010; in the data active means inhibition above about 25%; further: inactives centre near -15
Target sequence (P09958 108-714 limits assumed): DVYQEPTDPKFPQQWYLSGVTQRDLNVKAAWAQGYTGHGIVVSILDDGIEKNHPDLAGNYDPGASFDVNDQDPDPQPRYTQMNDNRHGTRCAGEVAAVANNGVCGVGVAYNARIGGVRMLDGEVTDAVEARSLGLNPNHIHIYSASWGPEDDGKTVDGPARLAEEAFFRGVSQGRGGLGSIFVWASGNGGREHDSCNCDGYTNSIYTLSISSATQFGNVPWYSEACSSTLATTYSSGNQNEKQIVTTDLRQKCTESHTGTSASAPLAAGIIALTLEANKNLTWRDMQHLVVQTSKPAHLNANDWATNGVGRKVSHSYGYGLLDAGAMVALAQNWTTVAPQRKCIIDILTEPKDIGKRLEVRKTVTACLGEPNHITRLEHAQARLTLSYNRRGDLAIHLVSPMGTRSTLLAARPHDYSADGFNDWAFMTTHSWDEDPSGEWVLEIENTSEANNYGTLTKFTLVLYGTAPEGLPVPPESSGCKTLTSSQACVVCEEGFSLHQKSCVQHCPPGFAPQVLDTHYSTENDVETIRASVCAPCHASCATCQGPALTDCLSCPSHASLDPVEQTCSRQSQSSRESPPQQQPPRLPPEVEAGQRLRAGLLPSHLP
RBBP9 inh = human RBBP9 inhibitors, primary screen, biochemical, fluorescence polarization, FP-Rh probe, HTS; recombinant RBBP9; 0.2% of 220,000 active; AID 1515, 2009; inhibition, % at 7.94 µM; Serine hydrolase RBBP9 (Homo sapiens), O75884;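 active means inhibition above the campaign mean of all tested compounds plus 3 SD, cut at about 14% in these data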;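 further: plate controls were DMSO wells with RBBP9 for no effect and wells lacking RBBP9 protein for full effect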
Target sequence (O75884 whole entry, looked up): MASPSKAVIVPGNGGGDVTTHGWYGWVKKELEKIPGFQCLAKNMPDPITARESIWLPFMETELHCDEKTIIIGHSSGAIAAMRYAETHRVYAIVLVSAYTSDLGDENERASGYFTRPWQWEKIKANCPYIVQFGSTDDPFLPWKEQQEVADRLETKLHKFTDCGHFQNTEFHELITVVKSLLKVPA
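System: RBBP9 protein / Buffer or medium: Tris/NaCl buffer pH 8.0 with 0.1% Pluronic / Probe or stimulus: Serine-hydrolase probe FP-Rh, 375 nM pre-mixing / Dosing: 7.94 µM single dose, 0.794% DMSO / Times: enzyme-compound preincubation 30 min, then probe labeling 45 min, 25 °C / Technique: fluorescence polarization (mP), excitation 525 nm, emission 598 nm / Replication: singlicate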
* = called active by the depositor; . = not tested or not shown; [ ] = remark or other dose. No enrichment for hits; about 2.7% have a hit in one of these screens.

The first 2 entries, ahead of the listing:
SMILES	Runt-SMMHC FRET	Runt-CBFb FRET	EBV gp42 block	TbHK1 inh	Calpain2 inh	p97 inhibitor	NCF1 inh	Furin inh	RBBP9 inh
CCOc1cc(/C=N/NC(=O)c2cccnc2)ccc1OC(=O)c1ccco1	-1	-4	-5	-16	9	1	-8	-9	11
Cc1ccccc1Oc1nc2c(C)cccn2c(=O)c1/C=C(\C#N)C(=O)NC1CCS(=O)(=O)C1 (stereo not drawn)	76*	113*	-5	-25	-135	15*	-11	-16	-2

Main list, previewed entries included:
SMILES	Runt-SMMHC FRET	Runt-CBFb FRET	EBV gp42 block	TbHK1 inh	Calpain2 inh	p97 inhibitor	NCF1 inh	Furin inh	RBBP9 inh
CCOc1cc(/C=N/NC(=O)c2cccnc2)ccc1OC(=O)c1ccco1	-1	-4	-5	-16	9	1	-8	-9	11
Cc1ccccc1Oc1nc2c(C)cccn2c(=O)c1/C=C(\C#N)C(=O)NC1CCS(=O)(=O)C1 (stereo not drawn)	76*	113*	-5	-25	-135	15*	-11	-16	-2
O=C(CN1C(=O)COc2ccccc21)N(CCCN1CCOCC1)CC1CC=CCC1 (stereo not drawn)	-4	2	5	1	26	1	2	-8	2
Cc1nc2ccc(NC(=O)COc3ccccc3[N+](=O)[O-])cc2s1	-2	-1	-20	-6	-12	1	5	-25	5
CCOc1ccc(-c2ccc(SCC)nn2)cc1	0	0	-14	-2	-12	0	-3	-33	-8
CC(C)(C)C1CCC(C(=O)OCC(=O)c2ccc[nH]2)CC1 (stereo not drawn)	-9	-4	-3	22	-32	-3	-16	4	-4
O=C(CC1(O)C(=O)Nc2ccccc21)c1ccc2c(c1)OCO2 (stereo not drawn)	0	2	-3	-13	-4	4	-12	-17[20 µM]	0
Cc1ccccc1C(=O)Nc1nc2c(C)csc2c(=O)s1	16	7	-29	-19	-26	39*	-11	-15	-1
Cc1ccc(-n2ncc3c(SCc4ccccn4)ncnc32)c(C)c1	0	-1	3	-1	3	-2	-1	-10	0
O=C(N/N=C/c1ccc[nH]1)c1ccc(COc2cccc3cccnc23)cc1	-9	-1	2	-23	-48	8	-24	-18	-1
Cc1onc(-c2c(F)cccc2Cl)c1C(=O)Nc1sc2c(c1C(N)=O)CCC2	1	3	0	7	-66	0	-31	-17[20 µM]	-2
Cc1cccc(NS(=O)(=O)c2cccc3nonc23)c1	-1	-2	-12	-5	-3	6	-2	-11	6
Cc1cc(S(=O)(=O)NCC(C)C)ccc1OCC(=O)N1CCOCC1	5	-1	-17	-2	-13	2	-8	-13[20 µM]	5
C/C(=N\NC(=O)C(=O)N/N=C(\C)c1cccc(O)c1)c1cccc(O)c1	-3	-1	-1	-13	9	0	-3	-18	-4
COc1ccc(N2CC(C(=O)NCCC3=CCCCC3)CC2=O)cc1 (stereo not drawn)	-2	-1	-10	7	-26	4	-7	-13	-4
O=C(O)CCc1ccc(-c2cccs2)o1	14	22	-10	13	-14	4	-13	-17	-6
COc1ccc(N(C)S(=O)(=O)c2cccc(C(=O)N(C)Cc3ccc(C)o3)c2)cc1	2	-2	-9	1	-13	1	-22	-14	-8
OCC1(CC2CCCCO2)CCN(Cc2ccccc2-c2ccco2)CC1 (stereo not drawn)	-1	1	-14	-10	19	1	-24	-14	7
COc1ccccc1-c1noc(CSc2nc(C)cc(=O)[nH]2)n1	6	-12	-10	-1	18	2	6	-23	-4
COc1cccc(OCCNS(=O)(=O)c2cccc([N+](=O)[O-])c2)c1	2	-2	-7	-1	-5	4	0	-21	-8
O=c1c(Cc2ccc(F)cc2)c(O)ccn1CCCn1ccnc1	-10	2	-11	-3	-8	1	-6	-23	-10
Cc1c(N/C=C/C(=O)c2ccc(Cl)cc2)c(=O)n(-c2ccccc2)n1C	-4	0	4	-43	22	7	9	-8[20 µM]	-4
Cc1sc2nc(COC(=O)c3cccc(S(=O)(=O)N(C)c4ccccc4)c3)[nH]c(=O)c2c1C	-78	-25	10	9	-82	-1	-121	-4	-20
CC1Cc2ccccc2N1C(=O)CSc1nnnn1C(C)C (stereo not drawn)	-2	-4	-9	-3	5	2	-11	-17[20 µM]	-1
Cc1ncc(CO)c(/C=N/NC(=O)c2ccc(Br)cc2)c1O	58*	19	-3	-2	-427	5	-13	-11	-5
Cn1cc(C(F)(F)F)nc1-c1ccc(OCC(O)CNCCOc2ccc(O)c(C(N)=O)c2)cc1 (stereo not drawn)	1	6	-5	-13	-111	.	10	-18	.
CC(C)c1nnc(SCC(=O)N2CCc3ccccc32)n1N	-1	4	-4	1	-6	5	3	-21	0
COc1ccc(NC(=O)COc2ncnc3ccccc23)cc1S(=O)(=O)N1CCOCC1	1	1	-9	-3	-7	3	-3	-17	-6
O=C1CCCN1CC1CCN(Cc2nc(CC3CC3)no2)CC1	-5	1	-5	-5	-16	8	-7	-24	-8
COc1cc(OC)cc(C(=O)N[C@H](C(=O)OCC(=O)Nc2ccc(F)c(F)c2)C(C)C)c1	3	-1	-1	3	23	-6	-6	2	-16

Limited to EBV gp42 block, p97 inhibitor and Calpain2 inh, for 2 of the compounds above:
Molecule	EBV gp42 block	p97 inhibitor	Calpain2 inh
CCOc1ccc(-c2ccc(SCC)nn2)cc1	-14	0	-12
Cc1nc2ccc(NC(=O)COc3ccccc3[N+](=O)[O-])cc2s1	-20	1	-12

Going on with the list.
SMILES	Runt-SMMHC FRET	Runt-CBFb FRET	EBV gp42 block	TbHK1 inh	Calpain2 inh	p97 inhibitor	NCF1 inh	Furin inh	RBBP9 inh
Cc1cccc(NC(=O)C(=O)NCCCN2CCOCC2)c1	1	1	2	0	-15	3	2	-25	-5
Fc1cccc(NC(=S)NCc2ccccn2)c1	3	2	0	52*	20	-1	-16	-5	-4
CS(=O)(=O)N1CCN(C(=O)c2ccccc2)C1	-5	1	-15	2	-19	5	-5	-27[20 µM]	-2
COc1cc(C2C3=C(Nc4nc(N)[nH]c(=O)c42)c2ccccc2C3=O)ccc1O (stereo not drawn)	1	0	13	-18	-34	9	-20	-23	3
CC(C)NS(=O)(=O)c1ccc(OCC(=O)NCc2cccnc2)cc1	2	0	9	-3	-4	-2	-6	-9[20 µM]	-5
Cc1nc(NC(=O)CN(C)S(=O)(=O)c2ccc(Cl)cc2)sc1C	2	0	-12	-1	-4	-1	-6	3[20 µM]	-1
CCOc1cc(/C=N/N=C2/NC(=O)C(CC(=O)O)S2)ccc1OCc1ccc(Cl)cc1Cl (stereo not drawn)	-16	5	30	-31	-95	3	-21	-13	-6
O=C1C2C(C(=O)N1Cc1cccnc1)C1C=CC2C12CC2 (stereo not drawn)	-10	0	-14	4	-7	-1	-2	-14[20 µM]	-8
O=S(=O)(NCc1ccc(Cl)cc1)c1ccc(Cl)nc1	1	-1	-17	-1	17	-2	-9	-15[20 µM]	-5
O=C(CSc1nnc2n1CCCN2)c1ccccc1	0	1	-22	6	13	-4	1	-5	-12
COc1ccc(NC(=S)NCC(c2cccnc2)N2CCOCC2)cc1 (stereo not drawn)	-5	1	1	-2	-18	4	-7	-29	4
COCCCNC(=S)NNC(=O)Cn1nc(C)c(Br)c1C	0	-1	-11	-3	-1	2	8	-12	1
COc1ccc(N2C(=O)CC(N3CCC(O)(c4ccc(Cl)cc4)CC3)C2=O)cc1 (stereo not drawn)	-1	1	-15	-9	1	0	-12	-7[20 µM]	3
O=C(Nc1ccc(S(=O)(=O)Nc2ncccn2)cc1)C1=NN(c2ccccc2)C(=O)CC1	-11	1	-19	-17	-18	9	-28	-14	-3
O=C(CN1C(=O)NC2(CCCC2)C1=O)Nc1ccccc1-c1ccccc1	1	0	-18	6	-5	0	-5	-18	-7

Three records drawn at random from the list so far:
SMILES	Runt-SMMHC FRET	Runt-CBFb FRET	EBV gp42 block	TbHK1 inh	Calpain2 inh	p97 inhibitor	NCF1 inh	Furin inh	RBBP9 inh
COCCCNC(=S)NNC(=O)Cn1nc(C)c(Br)c1C	0	-1	-11	-3	-1	2	8	-12	1
O=C(CSc1nnc2n1CCCN2)c1ccccc1	0	1	-22	6	13	-4	1	-5	-12
CS(=O)(=O)N1CCN(C(=O)c2ccccc2)C1	-5	1	-15	2	-19	5	-5	-27[20 µM]	-2

Further structures follow:
SMILES	Runt-SMMHC FRET	Runt-CBFb FRET	EBV gp42 block	TbHK1 inh	Calpain2 inh	p97 inhibitor	NCF1 inh	Furin inh	RBBP9 inh
CCOc1ccc2c(c1)c(N=NC(N)=S)c(O)n2C	2	0	-1	-19	11	-1	-2	-19	-6
CC1OC23CCCCC2C(C#N)(C(=N)O3)C1(C#N)C#N (stereo not drawn)	38	27	-14	-1	-30	5	-12	-25[20 µM]	9
Cc1cc(Br)ccc1NC(=O)CN1C(=O)C2C3CC(c4ccccc4)C(C3)C2C1=O (stereo not drawn)	-2	.	0	-2	-9	-5	-17	-5	-9
Cc1cc(C)cc(NC(=O)C(Nc2ccccc2)c2ccccc2)c1 (stereo not drawn)	5	1	-10	11	11	-1	-20	-16	-7
Cc1nn(Cc2ccccc2)c(C)c1NC(=O)c1cc(-c2ccco2)on1	11	-3	-8	-1	0	-3	-19	-15[20 µM]	-7
COc1ccccc1N(C)S(=O)(=O)c1ccc(C(=O)OCC(N)=O)cc1	-2	-2	2	-3	4	2	-1	-14	-7
CC(C)Cn1c(N)c(C(=O)COC(=O)c2cc(C(F)(F)F)nc3c(C(F)(F)F)cccc23)c(=O)n(C)c1=O	5	-1	-25	-6	20	2	-30	-14	-10
CCCCCCn1c(N)c(C#N)c2ccc([N+](=O)[O-])cc2c1=O	-29	-17	-34	2	-5	2	-29	-8	-5
COc1ccc(OC)c(NC(=O)C2COc3ccccc3O2)c1 (stereo not drawn)	1	-1	-6	3	-32	0	9	-13	0
CCn1c(SCC(=O)c2cc(OC)ccc2OC)nnc1-c1ccncc1	.	.	.	-13	.	0	.	-15[20 µM]	-10
C=CCn1c(COc2cccc3cccnc23)nnc1SCC(=O)O	3	2	-15	-1	-28	7	18	9[20 µM]	-6
C=CCOC(=O)/C(=C\c1ccccc1)NC(=O)c1ccco1	2	0	-10	-9	-2	0	-15	-20	2
O=C(c1cccs1)n1cc(C(=S)N2CCOCC2)c2ccccc21	-2	-1	1	-9	0	1	-5	-10[20 µM]	1
Cc1cnc(C(=O)OCC(=O)N2CCN(C(=O)c3ccco3)CC2)cn1	-1	-3	-18	6	-5	8	-5	-23	-6
Cc1cccc(NC(=O)CS(=O)(=O)c2cn(CC(=O)N3CCOCC3)c3ccccc23)c1	1	0	3	-2	-30	2	-10	-26	5
O=C(c1cnn2c(C(F)(F)F)cc(-c3ccc4c(c3)OCO4)nc12)N1CCCC1	0	-1	-5	-16	17	5	-8	-9	-8
O=C(/C=C/c1cccs1)NC(=S)Nc1ccc(S(=O)(=O)Nc2ccccc2C(F)(F)F)cc1	-2	-1	-3	-11	-15	0	-11	-9	-20
COc1ccc(NCC(=O)N/N=C/C(C)c2ccccc2)cc1 (stereo not drawn)	0	0	4	-6	-12	5	-2	-17	-11
CCOc1cccc(OCCCCn2ccnc2)c1	2	1	-20	1	-16	0	-16	2[20 µM]	-2
